# Assay outcomes (PubChem BioAssay)
# CAL PDZ FP-1: CAL PDZ (human) peptide binding inhibition; Q9HD26; purified CAL PDZ, TMR-peptide fluorescence polarization, 1 h; inhibition, % at 24.9 µM; 300,000 tested, 0.92% active; AID 602252;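 active means mean inhibition of at least 30% with at least half of replicates also reaching 30%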;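 further: 0% = DMSO neutral control and 100% = excess unlabeled competitor peptide PRC23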
# Rtt109 Vps75: blocks Candida albicans Rtt109/Vps75 acetyltransferase activity. Q5AAJ8. purified Rtt109/Vps75, ThioGlo CoA-SH fluorescence, 4 h. inhibition, % at 34.9 µM. 330,000 tested, 0.16% active. AID 540336;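 active means inhibition of at least 50% in every replicate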
# Target sequence (Q5AAJ8 whole entry, looked up): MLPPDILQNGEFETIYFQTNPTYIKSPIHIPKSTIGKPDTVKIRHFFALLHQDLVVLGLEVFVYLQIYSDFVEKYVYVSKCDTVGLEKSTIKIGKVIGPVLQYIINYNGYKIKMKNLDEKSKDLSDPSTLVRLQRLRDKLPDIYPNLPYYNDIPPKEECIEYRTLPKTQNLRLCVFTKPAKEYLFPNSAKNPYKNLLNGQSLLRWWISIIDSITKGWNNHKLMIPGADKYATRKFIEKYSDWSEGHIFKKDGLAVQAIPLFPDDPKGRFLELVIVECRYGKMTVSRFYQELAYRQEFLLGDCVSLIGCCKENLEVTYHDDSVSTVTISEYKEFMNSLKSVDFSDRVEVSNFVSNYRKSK
# MITF act: increases MITF-driven TRPM1 promoter luciferase signal | SK-MEL-5 TRPM1-promoter luciferase, 24 h; % of positive control, neutral wells = 0 | activation, % at 12.5 µM | 300,000 tested, 0.75% active;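 active means mean activation of at least 80% with every replicate also reaching 80%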;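 further: 0% = neutral control wells and 100% = parthenolide positive control wells; values of inactives mirror those of a sister screen read the other way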
# SR-BI DiI inh: mouse SR-BI HDL lipid transfer inhibition. AID 488896. ldlA[mSR-BI] CHO cells, DiI-HDL uptake fluorescence, 3 h. inhibition, % at 12.5 µM. 320,000 tested, 0.96% active. Q61009;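 active means mean replicate inhibition of at least 70% and a set share of replicates each scoring 70 or more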;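 further: 0% = median of neutral control wells and 100% = median of positive control wells; values of inactives mirror those of a sister screen read the other way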
# CAL PDZ FP-2: human CAL PDZ-peptide interaction inhibition; Q9HD26; inhibition, % at 20 µM; 330,000 tested, 0.02% active; purified CAL PDZ, TMR-peptide fluorescence polarization, 1 h; AID 504414;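 active means highest replicate inhibition of at least 40%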;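 further: plate controls were DMSO neutral control wells for no effect and unlabeled competitor peptide control wells for full effect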
#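 Assay system – tagged CAL PDZ protein CerCALP, purified · Timing – 1 h at RT · Compound – single point, 20 µM · Measured by – fluorescence polarization from S- and P-plane intensities, G-factor corrected · Evaluation – inhibition from polarization loss · Probe or stimulus – TMR reporter peptide T*-PRC34 · Buffer or medium – pH 7.4 phosphate-saline buffer, reducing agent, detergent, IgG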
# NSD2 HMT inh: inhibitors of human histone methyltransferase NSD2; O96028; NSD2 peptide methylation, AlphaScreen, 120 min; inhibition, % at 12.5 µM; 310,000 tested, 0.54% active; AID 743445; in the data active means inhibition above about 50%
# PfHsp90 yeast 2: inhibits growth of yeast expressing Plasmodium falciparum Hsp90. 310,000 tested, 0.32% active. S. cerevisiae expressing PfHsp90, BacTiter-Glo ATP, 48 h; yeast lacking PDR1 and PDR3 efflux regulators. inhibition, % at 9.4 µM;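 active means every replicate shows inhibition above about 80%, whatever the replicate mean, limit read from the data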;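 further: 0% = DMSO neutral controls and 100% = 20 µM radicicol positive controls; yeast relying on Plasmodium falciparum Hsp90 in place of its own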
# SR-BI uptake up: SR-BI HDL lipid transfer activation. 320,000 tested, 0.096% active. activation, % at 12.5 µM. CHO ldlA[mSR-BI] cells, DiI-HDL uptake fluorescence, 3 h; 100 = double the neutral-control signal. AID 504775;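 active means mean replicate activation of at least 60% and every replicate at or above 60%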;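 further: 0% = median plate neutral-control signal and 100% = twice that signal; values of inactives mirror those of a sister screen read the other way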
#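 Assay system: CHO ldlA[mSR-BI] cells, LDL receptor-null, SR-BI overexpressing; medium: Ham's F12 with 0.5% BSA, HEPES 25 mM, pH 7.4; also added: DiI-HDL 10 µg/mL; timing: 3 h uptake period with compound, 37 °C; signal: DiI fluorescence, bottom read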
# dFosB act: activators of mouse delta FosB homodimer | activation, % at 25 µM | AID 493131 | purified delta FosB, TAMRA-CDK5 oligo fluorescence polarization; percent of positive-control signal above neutral wells | 340,000 tested, 0.99% active;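 active means mean activation above about 17%, with every replicate also reaching it, limit read from the data, passing the limit was not always enough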;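 further: fluorescence polarization rise as delta FosB binds a TAMRA Cdk5 AP-1 oligo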
# Target sequence (P13346 whole entry, looked up): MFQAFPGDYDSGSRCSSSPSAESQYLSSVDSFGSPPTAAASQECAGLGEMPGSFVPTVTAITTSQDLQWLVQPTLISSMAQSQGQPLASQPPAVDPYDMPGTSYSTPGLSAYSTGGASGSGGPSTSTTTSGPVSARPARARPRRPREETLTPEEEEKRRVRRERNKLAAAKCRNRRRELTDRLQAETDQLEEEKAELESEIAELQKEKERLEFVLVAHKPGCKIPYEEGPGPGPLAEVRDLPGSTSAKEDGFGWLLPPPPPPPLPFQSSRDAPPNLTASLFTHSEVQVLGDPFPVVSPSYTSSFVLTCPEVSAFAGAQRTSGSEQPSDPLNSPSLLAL
# PvdQ inh: P. aeruginosa PvdQ acylase inhibition. purified PvdQ acylase, fluorescence plate reader. 340,000 tested, 0.063% active. inhibition, % at 10 µM; in the data active means inhibition above about 30%, passing the limit was not always enough;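 further: 0% = vehicle neutral wells and 100% = reference inhibitor wells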
# * hit, by the source's call; . = no result given. Outcome played no part in choosing rows, and some 4.3% of all compounds hit somewhere here.
SMILES,CAL PDZ FP-1,Rtt109 Vps75,MITF act,SR-BI DiI inh,CAL PDZ FP-2,NSD2 HMT inh,PfHsp90 yeast 2,SR-BI uptake up,dFosB act,PvdQ inh
Cc1cccc(C(=O)N2CCC(=O)N(C(COCc3ccc(Cl)cc3)Cc3ccccc3)CC2)c1 (configuration not stated),15,6,-4,14,0.1,.,8,-14,-6,-13
C=CCOc1c(Br)cc(/C=N/NC(=O)Cc2ccc(C(F)(F)F)cc2[N+](=O)[O-])cc1OC,7,-3,-3,75*,-0.1,0,-3,-75,37*,-4
CC(C)=CCN1CCN(Cc2cc(F)ccc2-n2nc(C)cc2C)CC1CCO (configuration not stated),-1,5,-3,-9,-2.2,3,.,9,-7,3
COc1ccc(NC(=O)COC(=O)CC2CC3CCC2C3)c([N+](=O)[O-])c1 (configuration not stated),-1,-2,1,10,-0.6,7,0,-10,1,-5
O=C(CSc1nc2ncc(Br)cc2[nH]1)c1ccc([N+](=O)[O-])cc1,-6,-5,5,-8,5.2,3,7,8,0,1
Cn1cc(-c2nnnn2-c2ccccc2)c(=O)c2ccccc21,-3,2,.,2,.,-2,.,-2,2,-8
CNC(=O)/C(=C\c1ccco1)NC(=O)c1ccco1,-1,-1,.,-2,-0.6,0,18,2,2,-5
COc1ccccc1CCNC(=O)CN1C(=O)NC2(CCCC2)C1=O,-1,6,1,-9,-0.8,-1,-5,9,-9,-12
CC/C(=N\NC(=O)c1ccc(Br)cc1)c1ccccc1,0,.,9,6,-2.1,-1,-17,-6,-9,-13
CCOC(=O)c1[nH]c(C)c(/C(O)=C2\C(=O)C(=O)N(CCN(C)C)C2c2ccncc2)c1C (configuration not stated),-2,1,-14,-22,-1.6,-4,17,22,-10,8
O=C(Oc1ccccc1C(=O)N1CCOCC1)c1ccc(F)cc1,9,.,-1,1,-0.2,-3,5,-1,-5,1
COc1ccc(C(=O)NNC(=O)c2cc3ccccc3cc2O)cc1,.,-3,.,115*,-0.7,-2,1,-115,2,-17
O=c1c2c3c(sc2nc2n1CCCCC2)CCCCC3,-4,5,51,22,-0.6,.,-2,-22,-4,-3
COc1ccc(-c2nnnn2C)cc1S(=O)(=O)Nc1ccc(C)cc1C,-1,-6,1,-26,-1.5,-1,5,26,2,-11
CC(C)(C)NC(=O)NC(=O)COC(=O)C1(C)CC1(Cl)Cl (configuration not stated),-6,6,1,-4,-2.5,-1,-12,4,-1,2
Cc1ccc(-c2nc3ccccc3nc2NN)cc1,.,1,.,-2,-1.0,-2,-18,2,-11,0
Cc1ccc(C2/C(=C(/O)c3ccccc3)C(=O)C(=O)N2CCN2CCOCC2)o1 (configuration not stated),-8,-19,9,-9,-0.6,0,-8,9,-2,-9
COc1ccccc1C(=O)C1CCCN(C(=O)c2ccccc2Cl)C1 (configuration not stated),-3,-8,-6,-32,-1.5,-2,31,32,-4,-10
CCOc1ccc(OCC)c(NC(=O)C(NS(=O)(=O)c2ccc3c(c2)oc(=O)n3C)C(C)C)c1 (configuration not stated),3,8,2,-13,0.4,.,-30,13,-15,-17
COc1cc(C(=O)OCC(=O)NC2CCCC2)cc(NC(=O)c2ccco2)c1OC,-4,-8,0,19,-0.8,6,0,-19,6,-17
CCCn1c(=O)c(-c2ccccc2)c(O)c2ccccc21,0,0,.,-11,-2.7,.,-19,11,1,-1
CC(C)N(C)C1CCN(S(=O)(=O)c2ccc(-c3ccc(=O)[nH]n3)s2)CC1,-2,-7,-1,-14,-1.6,20,39,14,-2,-12
COc1ccccc1C(=O)Nc1nnc(SCC(=O)NCc2ccco2)s1,-1,4,32,11,-1.7,1,-5,-11,-13,2
O=S(=O)(c1cccc(-c2n[nH]c(=S)o2)c1)N1CCOCC1,98*,0,-1,-13,-0.8,-2,-19,13,-2,-5
O=Cc1c(NCCCN2CCCC2=O)c2ccccc2[nH]c1=O,-3,3,7,-9,.,-1,6,9,3,-11

# 12 consecutive records already listed:
SMILES,CAL PDZ FP-1,Rtt109 Vps75,MITF act,SR-BI DiI inh,CAL PDZ FP-2,NSD2 HMT inh,PfHsp90 yeast 2,SR-BI uptake up,dFosB act,PvdQ inh
COc1ccc(-c2nnnn2C)cc1S(=O)(=O)Nc1ccc(C)cc1C,-1,-6,1,-26,-1.5,-1,5,26,2,-11
CC(C)(C)NC(=O)NC(=O)COC(=O)C1(C)CC1(Cl)Cl (configuration not stated),-6,6,1,-4,-2.5,-1,-12,4,-1,2
Cc1ccc(-c2nc3ccccc3nc2NN)cc1,.,1,.,-2,-1.0,-2,-18,2,-11,0
Cc1ccc(C2/C(=C(/O)c3ccccc3)C(=O)C(=O)N2CCN2CCOCC2)o1 (configuration not stated),-8,-19,9,-9,-0.6,0,-8,9,-2,-9
COc1ccccc1C(=O)C1CCCN(C(=O)c2ccccc2Cl)C1 (configuration not stated),-3,-8,-6,-32,-1.5,-2,31,32,-4,-10
CCOc1ccc(OCC)c(NC(=O)C(NS(=O)(=O)c2ccc3c(c2)oc(=O)n3C)C(C)C)c1 (configuration not stated),3,8,2,-13,0.4,.,-30,13,-15,-17
COc1cc(C(=O)OCC(=O)NC2CCCC2)cc(NC(=O)c2ccco2)c1OC,-4,-8,0,19,-0.8,6,0,-19,6,-17
CCCn1c(=O)c(-c2ccccc2)c(O)c2ccccc21,0,0,.,-11,-2.7,.,-19,11,1,-1
CC(C)N(C)C1CCN(S(=O)(=O)c2ccc(-c3ccc(=O)[nH]n3)s2)CC1,-2,-7,-1,-14,-1.6,20,39,14,-2,-12
COc1ccccc1C(=O)Nc1nnc(SCC(=O)NCc2ccco2)s1,-1,4,32,11,-1.7,1,-5,-11,-13,2
O=S(=O)(c1cccc(-c2n[nH]c(=S)o2)c1)N1CCOCC1,98*,0,-1,-13,-0.8,-2,-19,13,-2,-5
O=Cc1c(NCCCN2CCCC2=O)c2ccccc2[nH]c1=O,-3,3,7,-9,.,-1,6,9,3,-11

# The results go on.
SMILES,CAL PDZ FP-1,Rtt109 Vps75,MITF act,SR-BI DiI inh,CAL PDZ FP-2,NSD2 HMT inh,PfHsp90 yeast 2,SR-BI uptake up,dFosB act,PvdQ inh
O=C1CN(C(=O)CSc2nc3ccccc3c(=O)n2CC2CCCO2)c2ccccc2N1 (configuration not stated),.,15,-2,-11,-0.8,0,-5,11,-15,6
Cc1ccc(Nc2nc(CSc3nnc(-c4cccnc4)n3-c3ccccc3F)cs2)cc1,-5,.,-2,4,-2.5,-1,10,-4,-8,-5
CCN(CC)S(=O)(=O)c1ccc(NC(=O)C(C)N(c2ccccc2)S(C)(=O)=O)cc1 (configuration not stated),-2,6,0,22,-0.8,-1,23,-22,-9,-9
Cc1cc(NC(=O)c2c([N+](=O)[O-])cnn2C)no1,-8,7,7,-21,-0.1,2,-38,21,3,-3
Cc1nn(-c2ccccc2)c(N)c1C1(O)C(=O)Nc2ccc([N+](=O)[O-])cc21 (configuration not stated),3,-6,-6,-14,0.2,11,8,14,0,-10
c1ccc(CCCCN2C(Nc3ccccc3)=NC[C@@H]2Cc2ccccc2)cc1,-23,10,25,6,-1.3,.,-11,-6,4,-4
O=C(Cn1c(=O)sc2ccccc21)Nc1ccc2c(c1)OCCO2,-2,-11,2,2,1.1,6,2,-2,1,6
CN(Cc1ccccc1)C(=O)CC(=O)N(C)Cc1ccccc1,2,4,4,10,-0.9,-4,-10,-10,3,-7
Cc1c(Cl)ccc2sc(N3CCN(C(=O)C4=COCCO4)CC3)nc12,-5,7,15,-14,-2.0,-3,8,14,-9,-7
CC1CCN(S(=O)(=O)c2ccc(NC(=O)CCN3C(=O)c4ccccc4C3=O)cc2)CC1,1,-2,-10,0,-0.5,1,-11,0,11,-7
N#CC1=C(N)Oc2cc(O)ccc2C1c1cccs1 (configuration not stated),-2,15,-3,-37,-0.4,0,-28,37,1,-12
N#Cc1ccc(NC(=O)Cn2cnc(S(=O)(=O)N3CCCC3)c2)cc1,-1,15,-8,-5,-0.8,-7,12,5,-4,10
COc1ccccc1NC(=S)NC(=O)c1c(-c2ccccc2Cl)noc1C,-4,1,13,32,-2.1,-1,8,-32,-1,-8
Cc1ccc(C2Nc3ccc4ccccc4c3C3=C2C(=O)CC(C)(C)C3)o1 (configuration not stated),-4,-4,14,-24,-1.0,2,0,24,-14,1
Nc1nc2n(c1C(=O)c1ccccc1)CCC2,-18,-1,-7,-43,-1.1,-3,3,43,-1,0
COc1ccc(C(=O)NCCn2nc(C)cc2C)cc1OC1CCN(C(C)=O)CC1,1,-6,-5,-5,0.0,-4,0,5,-4,-4
CCOc1cc(/C=N/NC(=O)c2ccccc2OCc2ccc(F)cc2)ccc1O,-1,0,12,44,-1.9,-1,-30,-44,-9,9
Cc1ccc(NS(=O)(=O)c2ccc3c(c2)NC(=O)CO3)cc1C,2,-3,-1,-1,-0.9,0,9,1,-12,-6
Cc1csc2nc(O)c(C(=O)NC3CCCCC3C)c(=O)n12 (configuration not stated),-2,-1,-3,0,-0.2,2,.,0,2,0
CCOC(=O)/C(C#N)=C1/C=Cc2ccccc2N1CC,0,4,14,-6,-0.6,6,-15,6,2,-8
CCn1cc(C(=O)NCCOC)c(=O)c2ccc(C)nc21,-1,-3,0,-11,.,0,18,11,-6,1
Cc1ccc(C(=O)COc2cc(O)c3c(=O)cc(-c4ccccc4)oc3c2)cc1,0,2,.,78*,-1.1,-4,26,-78,-1,-1
Cc1csc(=Nc2cccnc2)n1CC1CCCCC1,-3,5,-1,-8,-1.3,-2,1,8,-7,3
COc1cc(C(=O)OCCNC(=O)c2cccnc2)cc(OC)c1OC,-5,-4,-10,-13,0.4,0,-5,13,-2,4
Cc1ccc(NC(=O)COC(=O)C2CC3C=CC2C3)cc1S(=O)(=O)N1CCCCC1 (configuration not stated),-2,1,8,2,-0.5,5,-4,-2,-2,-6
O=C(NCc1ccccn1)c1cc(S(=O)(=O)N2CCCCC2)ccc1Cl,-3,-11,-1,-6,-0.3,-1,10,6,-8,-18
O=C(Cn1cnc2sc(-c3ccccc3)cc2c1=O)NCc1ccco1,0,3,4,-30,0.2,1,.,30,-4,4
